Salmonella PhoP GFP: PhoP-dependent GFP reporter repression – Salmonella Typhimurium, primary screen (AID 1863) | S. Typhimurium PhoP-regulated promoter GFP reporter, 4 h; higher % means a stronger effect | inhibition, % at 50 µM; hits with a dose series show IC50 in µM | hit rate 0.16% among 300,000;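 active = inhibition over 29.93%, a cutoff 3 SD above the screen mean, later confirmed by dose response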;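 note: 0% = low Mg2+ inducing control and 100% = high Mg2+ repressing control; strong numbers were not always called active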
Dynein transport: dynein cargo transport inhibition; 3617.4 mouse cells, GR-EGFP nuclear translocation imaging; test concentration mostly 20 µM; stimulated with dexamethasone, 1 µM; stronger effect = lower value; z-score, hits read low; hit rate 0.47% among 220,000;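 active = plate z-score of nuclear minus cytoplasmic receptor signal below a set negative limit, without overly bright fluorescence or cell loss, cut at about -3.5 in these data, passing the limit was not always enough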;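 note: z-score of nuclear minus cytoplasmic ring GR-EGFP intensity difference per well; some compounds called inactive have numbers as strong as hits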
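Medium: Induction medium lacking tetracycline, stripped serum | Probe or stimulus: 1.0 µM final dexamethasone stimulus | Schedule: 48 h induction, then 1 h compound, then 30 min agonist, 37 °C | Signal: Automated 10x imaging of fixed Hoechst-stained cells | Evaluation: Per-cell GR-EGFP intensity, nucleus versus surrounding cytoplasmic ring, well-averaged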
CSM14.1 death rescue: protection against thapsigargin-triggered cell killing – 384-well, CSM14.1, ATP luminescence, primary screen (AID 1222); CSM14.1 thapsigargin-induced death rescue, ATP luminescence; higher % means a stronger effect; cellular ATP content (survival), % at 20 µM; hits with a dose series show EC50 in µM; 190,000 tested, under 10 active;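 active = EC50 below 50 µM in the dose-response confirmation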;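 note: death triggered by thapsigargin at about 15 µM added after 2 h compound pretreatment; cell ATP read after overnight thapsigargin exposure of roughly 18 to 22 hours; normalized against plate controls of thapsigargin alone and 5% DMSO vehicle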
Autophagy HCS: autophagy modulation, high-content screen. MEF GFP-LC3 puncta imaging; test concentration mostly 10 µM. AID 463193. hit rate 0.98% among 190,000. calls only at 10 µM (by protocol);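 active = percentage of spot-positive cells more than 3 SD above its plate mean, without a fluorescence outlier flag or 80% toxicity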;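 note: spot-positive cell cutoff set from DMSO-treated cells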
Lipid droplet: modulators of hepatic lipid droplet formation; AML12 mouse hepatocytes, oleate lipid droplets, BODIPY imaging; inhibition, % at 6.5 µM; hit rate 0.4% among 240,000;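 active = lipid droplet intensity inhibited by at least 50%, with more than 500 cells counted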
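Assay system: AML12 hepatocytes (mouse); Probe or stimulus: oleic acid at 100 µM to induce lipid droplet formation; Dosing: compound at 6.5 µM only; Schedule: compound with oleate, overnight; Detection: fluorescence imaging, 20x objective, two fields per well; Measure: % inhibition of lipid droplet signal.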
T cell modulator: modulates CD8 T cell binding to vesicles; 2C CD8+ T cell-vesicle binding, flow cytometry; stronger effect = lower value; calls only at 7 µM; hit rate 0.068% among 330,000;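 active = response, share of CD8 T cells binding vesicles, and their 90th percentile fluorescence all below set limits, cut at about 80% in these data, passing the limit was not always enough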
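incubation = binding step 1.5 h, 37 °C, antibody labelling 20 min, ice | test system = 2C mouse CD8+ T cells | read-out basis = percent CD8+ FL2 mean versus row control | controls = Peptide-free naked vesicles (low) and QL9 vesicles with 0.7% DMSO vehicle (high) | detection = flow cytometry of vesicle-bound cells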
Insulin prom up: MIN6 insulin promoter up-regulation. z-score at 5 µM. MIN6 insulin promoter-GFP reporter, high-content imaging; stronger effect = higher value. hit rate 0.3% among 190,000;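 active = z-score above 3 at 5 µM with at least 500 cells counted in the well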
b-catenin transl: beta-catenin nuclear translocation modulation; HeLa beta-catenin nuclear translocation, immunofluorescence imaging; nuclear translocation activity, % at 5 µM; hit rate 0.3% among 190,000;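 active = nuclear translocation activity above 50% at 5 µM, with a well cell count of 50 or more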;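 note: per-cell ratio of nuclear to cytoplasmic median beta-catenin stain intensity; plate controls were DMSO negative control for no effect and GSK-3 inhibitor IX positive control for full effect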
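Test system: HeLa cells, endogenous beta-catenin; Compound: single 5 µM dose plus 0.02–20 µM confirmation series; Times: compound exposure 24 h at 37°C; Signal: fluorescence imaging of beta-catenin antibody stain plus DAPI; Read-out: % activation, nuclear-to-cytoplasmic median beta-catenin signal ratio per cell.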
MT stabilizer: microtubule stabilizers in HeLa cells | HeLa tubulin immunostaining HCS, 24 h; share of cells brighter than vehicle mean+2SD | % tubulin-high responders, % at 10 µM | hit rate 0.83% among 200,000 | AID 2205;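 active = plate Z-score above 3 for both tubulin-high and condensed-nucleus cell shares, with cell loss under 80%, at 10 µM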;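 note: anti alpha tubulin signal scored within the nucleus-defined area of each cell; some results filed as inactive read as strong as hits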
Dynein transport cytoplasmic EGFP: also measured in Dynein transport; calls as there; z-score; measured here: cytoplasmic GR-EGFP intensity; stronger effect = higher value
Dynein transport nuclear GR-EGFP: further read-out of Dynein transport, marked with its call; z-score; measured here: nuclear GR-EGFP intensity;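 lower value marks the stronger effect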
Dynein transport cell count: also measured in Dynein transport; calls as there; z-score; measured here: cell count per field
Insulin prom up cell count: also measured in Insulin prom up; calls as there; cell count; measured here: cytotoxicity, nuclei count;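 total cells summed across four imaged fields per well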
Lipid droplet cells 6.5 µM: further read-out of Lipid droplet, marked with its call; cell count; measured here: cell count, cytotoxicity flag;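 cells counted across two imaged fields per well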
b-catenin transl cell count 5 µM: further read-out of b-catenin transl, marked with its call; cell count; measured here: cell count, cytotoxicity flag
T cell modulator vesicle-bound %: second read-out of T cell modulator, no call of its own (marks repeat the call); double positive events, %; measured here: CD8+ vesicle-bound cell fraction;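 binding gate set so that unloaded-vesicle control wells show 10% double positive cells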
MT stabilizer Hoechst-high %: further read-out of MT stabilizer, marked with its call; % Hoechst-high responders; measured here: nuclear condensation Hoechst responders;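 share of cells brighter than vehicle mean plus two SD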
MT stabilizer cytotoxicity %: further read-out of MT stabilizer, marked with its call; toxicity, %; measured here: cytotoxicity by cell density;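 0% = mean cell density of plate MIN control wells and 100% = no cells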
Autophagy HCS cell loss 18 h: recorded beside Autophagy HCS, whose call it bears; toxicity, %; measured here: cell loss, nuclei count;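 cell loss after 18 h compound exposure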
* hit, by the source's call; i = inactive; x = no result given.

SMILES	Salmonella PhoP GFP	Dynein transport	Dynein transport cytoplasmic EGFP	Dynein transport nuclear GR-EGFP	Dynein transport cell count	CSM14.1 death rescue	Autophagy HCS	Autophagy HCS cell loss 18 h	Lipid droplet	Lipid droplet cells 6.5 µM	T cell modulator	T cell modulator vesicle-bound %	Insulin prom up	Insulin prom up cell count	b-catenin transl	b-catenin transl cell count 5 µM	MT stabilizer	MT stabilizer Hoechst-high %	MT stabilizer cytotoxicity %
COC(=O)CCN(C(=O)c1ccc2c(c1)OCO2)c1ccccn1	-13%	0.24	-0.16	0.12	-0.22	-3.9%	i	-1	-9	708	i	55	-0.31	1326	-0.1	1168	2.2	1.2	5.3
Cc1ccc(C(=O)N2CCN(c3ccc(C(F)(F)F)cn3)CC2)cc1	-3%	-2.2	-0.22	-1.4	1.8	-1.5%	i	-8	x	x	i	59	0.48	1343	0.4	1340	2.3	2.1	5.8
CCOc1ccc(NC(=S)Nc2cccc3cnccc23)cc1	11%	-0.92	-0.22	-0.76	0.75	-0.8%	i	-8	-15	527	i	6	0.06	1439	-1.3	1046	1.4	2.7	6.8
c1ccc2cc(CN3CCOCC3)ccc2c1	22%	0.19	-0.19	0.38	0.27	-2.8%	i	-13	18	681	i	29	-0.55	1545	0.1	1106	1.6	1.9	9.5
Cc1nc(N)sc1-c1nnc(SCC(=O)Nc2nccs2)n1C	4%	0.61	-0.27	0.32	0.51	-0.3%	i	25	-8	716	i	10	0.86	1322	0.8	1175	2.8	2.4	5.9
CC1=NN(c2nc(-c3ccc(C)cc3)cs2)C(=O)C1N=Nc1ccc2ccccc2c1 (stereo unspecified)	-3%	-0.071	-0.21	-0.57	0.27	-1.7%	i	-5	42	623	i	27	-0.33	1644	0.2	981	1.3	2.3	7.8
COCCNc1nc(=S)[nH]c2cc(OC)c(OC)cc12	19%	0.078	-0.25	0.21	0.81	0.3%	i	1	x	x	i	34	-0.9	1447	-2.8	995	2.8	2.7	5.6
O=c1c2ccccc2nc(SCc2nnc(-c3ccccc3)o2)n1-c1ccccc1	x	x	x	x	x	0.3%	x	x	x	x	i	24	-0.19	1256	0.8	1159	x	x	x
S=c1[nH]nc(-c2cccc3ccccc23)n1-c1cccnc1	x	0.38	-0.26	0.71	0.53	x	x	x	23	690	i	45	0.11	1032	-1.9	1382	x	x	x
Cc1nc2c(C(=O)N3CCCC3)cnn2c(C)c1Cc1c(F)cccc1Cl	6%	1.5	0.23	0.69	-1.6	0.1%	i	41	11	770	i	58	0.09	845	x	x	2.6	1.1	5.7
Cc1ccc(C)c(S(=O)(=O)Nc2ccc(C(N)=O)cc2)c1	-2%	-1.1	-0.35	-0.99	1.3	-1.5%	i	-4	16	680	i	22	-0.33	1545	1.0	1464	3.4	1.2	9.1
O=C(Cc1ccc(S(=O)(=O)N2CCOCC2)s1)NCCC(c1ccccc1)c1ccccc1	-5%	0.64	0.045	0.82	-0.25	-1.9%	i	4	18	782	i	31	-0.59	901	-0.9	1179	1.7	1.1	3.1
COc1ccccc1NC(=S)N(Cc1ccccc1)Cc1ccccn1	2%	-0.49	-0.043	-0.14	0.45	-1.5%	i	5	10	622	i	24	-0.3	1262	0.4	959	4.2	1.2	0.1
COc1ccc(-c2cc(C(=O)N3CC4(C)CC3CC(C)(C)C4)no2)cc1OC (stereo unspecified)	-5%	-0.017	-0.21	0.19	-0.092	0.8%	i	-1	x	x	i	36	-0.61	1035	-2.9	963	3.0	2.1	10
CC(C)NC(=O)COc1nncc2ccccc12	4%	-0.92	-0.16	-0.6	-0.11	-0.5%	i	-12	23	718	i	32	-0.01	1363	-1.2	1116	2.0	3.6	9.9
CCN(CC)C(=O)CC(c1ccc2c(c1)OCO2)c1c(OC)cc(OC)c2c(-c3ccccc3)cc(=O)oc12 (stereo unspecified)	3%	0.49	-0.8	0.24	-0.32	x	x	x	-2	681	i	31	x	x	0.8	1146	x	x	x
COc1ccc(C/C(C)=N/NC(=S)Nc2ccccc2)cc1	0%	0.24	-0.27	-0.31	-0.41	-0.1%	i	0	11	644	i	37	-0.18	1183	x	x	3.2	2.3	2.1
O=C(N1CCOCC1)C12CCC3CC(CC(C3)C1)C2	1%	-1.1	4.5	0.14	-0.27	-3.0%	i	6	x	x	i	38	-0.69	1461	-1.9	1022	2.2	1.8	11
O=c1c(C(c2ccc(Br)cc2)c2c(O)nc3n(c2=O)CCS3)c(O)nc2n1CCS2	-3%	1	-0.12	0.47	-0.24	x	x	x	1	773	i	53	0	1009	0.1	1322	x	x	x
CCC(COC(C)=O)Nc1nc2c([nH]1)c(=O)n(C)c(=O)n2C (stereo unspecified)	-10%	-0.18	-0.24	-0.3	-0.49	x	x	x	-4	716	i	27	1.4	1466	0.0	1380	x	x	x
COc1ccc(NC2c3ccccc3C(=O)N2Cc2ccc3c(c2)OCO3)cc1 (stereo unspecified)	1%	-0.099	-0.77	-0.35	0.29	x	x	x	-12	727	i	32	0.33	1046	-0.1	1250	x	x	x
CC(C)N1CC=C2C(C#N)=C(N)C(C#N)(C#N)[C@H](c3ccoc3)[C@H]2C1	-60%	1.8	10	2.3	0.24	-0.6%	i	8	x	x	i	62	x	x	1.6	1330	2.3	1.3	7.8
COc1ccccc1NC(=O)c1ccc(NC(=O)c2cc3c(s2)CCC3)cc1	5%	0.51	-0.062	0.24	-1.2	2.3%	i	-39	15	536	i	10	-0.92	1346	-0.9	1073	8.1	3.5	1.2
N#CC(C#N)=C1C(=O)N(CCN2CCCCC2)c2ccccc21	-4%	-1.4	-0.0084	-0.42	0.27	x	x	x	17	702	i	45	0.31	952	1.3	1308	x	x	x
O=C(NCCc1ccc(Cl)cc1)C1CCN(c2ncccn2)CC1	1%	-0.34	-0.29	0.017	0.26	10%	i	-11	1	565	i	16	0.17	1537	0.7	1428	2.9	2.2	13

Continued; the last 2 above are carried over.
SMILES	Salmonella PhoP GFP	Dynein transport	Dynein transport cytoplasmic EGFP	Dynein transport nuclear GR-EGFP	Dynein transport cell count	CSM14.1 death rescue	Autophagy HCS	Autophagy HCS cell loss 18 h	Lipid droplet	Lipid droplet cells 6.5 µM	T cell modulator	T cell modulator vesicle-bound %	Insulin prom up	Insulin prom up cell count	b-catenin transl	b-catenin transl cell count 5 µM	MT stabilizer	MT stabilizer Hoechst-high %	MT stabilizer cytotoxicity %
N#CC(C#N)=C1C(=O)N(CCN2CCCCC2)c2ccccc21	-4%	-1.4	-0.0084	-0.42	0.27	x	x	x	17	702	i	45	0.31	952	1.3	1308	x	x	x
O=C(NCCc1ccc(Cl)cc1)C1CCN(c2ncccn2)CC1	1%	-0.34	-0.29	0.017	0.26	10%	i	-11	1	565	i	16	0.17	1537	0.7	1428	2.9	2.2	13
Cc1ccc(-c2cc(-c3nnc(SCC(=O)NCC(C)C)n3N)c3ccccc3n2)cc1	10%	-0.57	-0.28	-0.15	0.62	-3.5%	i	44	21	530	i	38	x	x	1.5	1000	1.9	1.2	12
O=C(O)c1ccc(NC(=S)NC(=O)c2ccc(-c3ccccc3)cc2)cc1	-14%	0.54	-0.37	-0.0033	0.8	0.0%	i	-2	4	654	i	46	-0.22	1109	2.1	1038	2.2	2.9	11
O=[N+]([O-])c1cccc(-c2nc(-c3cccs3)c(-c3cccs3)[nH]2)c1	-7%	-0.24	-0.21	-0.52	0.55	-2.0%	i	2	x	x	i	47	-0.72	1575	0.2	1293	1.6	1.1	8.7
C/C(=N\NC(=O)c1ccccc1)c1ccc(N2CCCCC2)cc1	-10%	-1	-0.31	-0.81	0.93	-0.8%	i	-6	2	678	i	41	-0.27	1174	3.9	558	3.3	3.3	3.7
CC1=C(C(=O)N2CCOCC2)C(c2ccsc2)C2=C(CCCC2=O)N1 (stereo unspecified)	-6%	0.41	-0.24	0.22	1.1	3.2%	i	-4	-2	760	i	41	0.12	1337	-1.6	1105	4.2	1.8	7.5
Cc1cc(C)cc(-n2c(O)c(C=NC3CCS(=O)(=O)C3)c3ccccc3c2=O)c1 (stereo unspecified)	-7%	-0.025	-0.24	-0.88	0.46	-0.1%	i	2	x	x	i	39	0.08	1500	-0.5	1315	3.4	1.1	0.9
CCOCCCNCC(=O)Nc1ccc(S(=O)(=O)NC(C)CC)cc1 (stereo unspecified)	13%	0.59	-0.37	-0.39	1.3	-0.3%	i	26	18	673	i	45	-0.02	1183	2.0	1163	1.1	0.6	1.0
CC(C)(C)c1ccc(C(=O)Oc2ccc3c(c2)OCC3=O)cc1	-1%	2.1	-0.1	1.6	-1.5	-2.5%	i	2	-3	807	i	21	-0.88	868	-3.5	1134	3.0	1.6	4.6
COc1cc(/C=C2\CC/C(=C\c3ccc(OCCO)c(OC)c3)C2=O)ccc1OCCO	1%	3.2	-0.38	2	0.66	8.2%	i	-7	10	727	i	59	1.6	1419	-1.0	1598	2.0	1.8	9.1
COC(=O)c1ccccc1S(=O)(=O)N1Cc2cc([N+](=O)[O-])ccc2Oc2ccccc21	-2%	-0.45	-0.19	-0.054	1.3	1.4%	i	32	-12	700	i	49	-0.26	930	-4.3	1216	3.8	0.9	11

From PubChem
